MEP2 TOR yeast: yeast TOR pathway MEP2-GFP modulation; S. cerevisiae MEP2-GFP strain, flow cytometry GFP, 3 h; 100% = DMSO control level; GFP response vs DMSO, % at 10 µM; hit rate 0.51% among 330,000; AID 2016;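 active = GFP response versus DMSO above a set limit, roughly screen mean plus 3 SD, cut at about 180% in these data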;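 note: median GFP fluorescence of the barcode-gated MEP2-GFP cells per well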
Yeast superoxide: lowers age-related superoxide in aged yeast cells | S. cerevisiae aged cells, superoxide DHE fluorescence; hits give low values | superoxide response (% of plate mean), % at 10 µM | hit rate 0.18% among 330,000 | AID 2690;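 active = superoxide response under a set limit, about three screen SD below normal, cut at about 65% in these data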;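 note: yeast aged for seven days with compound at 30 °C before DHE staining; 100% = average MFI of all compound-treated wells on the plate with controls excluded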
AHR activator: activates the human aryl hydrocarbon receptor. P35869. AHR-responsive luciferase reporter cells, luminescence. activation, % at 5 µM. hit rate 2.5% among 320,000. AID 2796; in the data active = activation above about 47%;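 note: 0% = vehicle wells and 100% = reference agonist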
Target sequence (P35869 whole entry, looked up): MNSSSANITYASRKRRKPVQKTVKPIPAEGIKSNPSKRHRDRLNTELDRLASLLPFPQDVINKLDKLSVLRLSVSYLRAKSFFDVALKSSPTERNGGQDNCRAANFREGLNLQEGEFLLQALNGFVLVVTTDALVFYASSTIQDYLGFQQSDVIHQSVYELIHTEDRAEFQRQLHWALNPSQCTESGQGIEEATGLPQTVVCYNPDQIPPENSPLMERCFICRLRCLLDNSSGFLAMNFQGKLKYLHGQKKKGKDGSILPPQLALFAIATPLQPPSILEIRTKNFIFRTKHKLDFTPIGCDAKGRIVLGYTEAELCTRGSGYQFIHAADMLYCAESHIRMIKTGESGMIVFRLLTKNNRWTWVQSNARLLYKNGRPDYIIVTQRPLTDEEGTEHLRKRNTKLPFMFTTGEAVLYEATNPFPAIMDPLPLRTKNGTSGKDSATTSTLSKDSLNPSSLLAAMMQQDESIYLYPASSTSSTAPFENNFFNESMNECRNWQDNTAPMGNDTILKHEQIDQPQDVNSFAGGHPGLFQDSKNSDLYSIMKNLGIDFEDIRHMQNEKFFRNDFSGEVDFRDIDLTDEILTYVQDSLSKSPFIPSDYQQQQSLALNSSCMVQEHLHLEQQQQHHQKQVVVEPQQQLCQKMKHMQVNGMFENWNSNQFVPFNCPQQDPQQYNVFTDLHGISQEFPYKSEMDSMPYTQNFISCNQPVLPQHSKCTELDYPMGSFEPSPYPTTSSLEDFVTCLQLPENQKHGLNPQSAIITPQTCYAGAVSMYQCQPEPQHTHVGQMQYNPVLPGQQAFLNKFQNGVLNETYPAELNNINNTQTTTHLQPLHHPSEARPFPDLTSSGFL
LAP4-GFP MLPCN: modulators of TOR pathway LAP4-GFP in S. cerevisiae; GFP response vs DMSO, % at 10 µM; AID 2023; hit rate 0.34% among 320,000; S. cerevisiae LAP4-GFP multiplex, flow cytometry GFP, 3 h; median GFP as percent of DMSO wells;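 active = GFP response vs DMSO above a set limit, about the screen mean plus 3 SD, cut at about 150% in these data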
Efflux pump inh: antifungal efflux pump inhibition, Nile Red retention; AID 485275; inhibition, % at 10 µM; S. cerevisiae Candida pump triplex; hit rate 0.44% among 330,000;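 active = plate passing quality check with inhibition over a set limit, or well fluorescence over plate mean plus 4 SD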;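 note: Nile Red retained in pooled yeast measured as flow cytometry median fluorescence; 0% = buffer negative control and 100% = Enniatin B positive control; higher means more Nile Red kept so more efflux inhibition; some compounds called inactive have numbers as strong as hits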
RPL19A-GFP yeast: yeast TOR pathway RPL19A-GFP modulation; S. cerevisiae RPL19A-GFP strain, flow cytometry, 3 h; hits give low values; percent response vs DMSO, % at 10 µM; hit rate 0.3% among 330,000;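 active = percent response vs DMSO below 50%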;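 note: median channel GFP fluorescence of the barcoded RPL19A-GFP strain; ratio of sample median GFP to plate DMSO average so 100% = DMSO; lower means less RPL19A-GFP as with rapamycin TOR inhibition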
AGP1-GFP MLPCN: yeast TOR pathway AGP1-GFP modulation. GFP response vs DMSO, % at 10 µM. S. cerevisiae AGP1-GFP multiplex flow cytometry, 3 h; GFP as percent of DMSO wells. hit rate 0.02% among 320,000;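 active = GFP response relative to DMSO above a set limit, near screen average plus 3 SD, cut at about 150% in these data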;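 note: median GFP channel fluorescence of the gated AGP1 strain per well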
CIT2-GFP yeast: modulators of TOR pathway CIT2-GFP in S. cerevisiae | S. cerevisiae CIT2-GFP strain, flow cytometry, 3 h; 100 means same as DMSO wells | GFP response vs DMSO, % at 10 µM | hit rate 0.065% among 320,000;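 active = GFP response relative to DMSO above a set limit, near the screen mean plus 3 SD, cut at about 150% in these data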;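 note: ratio of well median GFP fluorescence to mean of DMSO wells on the plate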
The depositor's hits bear a star; / = not tested or not shown. Not a hit list; overall some 3.9% were active at least once.

no. | canonical_smiles | MEP2 TOR yeast | Yeast superoxide | AHR activator | LAP4-GFP MLPCN | Efflux pump inh | RPL19A-GFP yeast | AGP1-GFP MLPCN | CIT2-GFP yeast
1 | O=C1CN(S(=O)(=O)c2ccccc2)c2ccccc2N1 | 103 | 96 | 1 | 94 | 0.0 | 97 | 91 | 99
2 | COc1ccc(/C=N/NC(=O)c2cc(C)n(-c3ccccc3)c2C)cc1OC | 92 | 111 | 18 | 100 | 0.0 | 85 | 91 | 87
3 | CCOC(=O)N1CCN(S(=O)(=O)c2ccc(F)c(C(=O)Nc3ccc(C)c(Cl)c3)c2)CC1 | 102 | 99 | -1 | 100 | -0.3 | 104 | 106 | 93
4 | CC(=O)c1c(C)nc2ccccc2c1N | 94 | 101 | 6 | 104 | 0.0 | 98 | / | 94
5 | CCCc1ccc2oc(C(=O)N(C)CCn3ccnc3C)c(C)c2c1 | 112 | 115 | 11 | 102 | -0.3 | 104 | 106 | 112
6 | Cc1ccc(C(C)C)c(Oc2cnccn2)c1 | 105 | 85 | 0 | 89 | 0.2 | 103 | 96 | 101
7 | Cc1cccc(N(C(=O)c2snc(C(N)=O)c2N)C(C(=O)NC2CCCC2)c2ccncc2)c1 (configuration not stated) | 97 | 96 | 3 | 100 | 0.1 | 101 | 99 | 102
8 | CC(NC(=O)c1cccc(F)c1)C(c1cccs1)N1CCN(C)CC1 (configuration not stated) | 94 | 82 | 3 | 102 | 0.0 | 100 | 106 | 117
9 | CCOc1ccccc1CNCCNC(=O)c1nonc1N | 98 | 90 | 1 | 104 | -0.1 | 105 | 111 | 106
10 | Cc1csc(NC(=O)c2cc(C)oc2C)n1 | 111 | 90 | 8 | 106 | 0.0 | 99 | 109 | 107
11 | Cc1ccc([C@@H]2[C@@H]3C(=O)N(c4ccccc4)C(=O)[C@@H]3[C@]3(C)C(=O)N(Cc4ccccn4)CC(=O)N23)o1 | 99 | 96 | 1 | 110 | 0.3 | 96 | 72 | 66
12 | CN(c1ccc(OCC(=O)N2CCN(c3ccc(F)cc3)CC2)cc1)S(=O)(=O)c1cccs1 | 105 | 112 | 4 | 104 | 0.1 | 104 | 106 | 108
13 | COc1ccc(NC(=O)CN2CCC(C(N)=O)(N3CCCCC3)CC2)c(OC)c1 | 109 | 96 | -1 | 103 | -0.1 | 114 | 115 | 113
14 | CC(C)CCN1C(=O)CCC1(C)C(=O)NC1CCCCCCC1 (configuration not stated) | 106 | 92 | 0 | 110 | 0.0 | 109 | 108 | 113
15 | COc1ccc(OC)c(S(=O)(=O)N/N=C(/C)c2c[nH]c3ccccc23)c1 | 100 | 103 | / | 76 | 0.0 | 112 | 91 | 93
16 | Cc1ccc(NC(=O)COc2ncnc3c(Cl)cc(Cl)cc23)cc1[N+](=O)[O-] | 98 | 109 | 9 | 83 | -0.1 | 101 | 97 | 95
17 | C/C(=N/NS(=O)(=O)c1ccc(Br)cc1)c1ccc(C)o1 | 94 | 101 | 6 | 87 | 2.2 | 101 | 92 | 92
18 | CC(=O)c1c(C)[nH]c(-c2ccccc2)nc1=S | 100 | 105 | 66* | 106 | 0.0 | 98 | 103 | 92
19 | Cc1cc(C=O)c(C)n1-c1cc(C(=O)O)cc(C(=O)O)c1 | 93 | 108 | 0 | 89 | -0.1 | 90 | 91 | 95
20 | CC1(C2(O)CC(c3ccccc3)ON2)CCCCC1 (configuration not stated) | 99 | 86 | 1 | 100 | -6.5 | 99 | 103 | 107
21 | Cc1cc(Cl)c(S(=O)(=O)N(C)C)cc1OCC(N)=O | 104 | 106 | 4 | 88 | 0.2 | 97 | 94 | 96
22 | O=C1c2ccccc2S(=O)(=O)N1CC(O)COc1ccc(Cl)cc1 (configuration not stated) | 95 | 101 | -1 | 110 | 0.0 | 94 | 93 | 84
23 | Cc1ccc(C(=O)Nc2ccc3c(c2)OCCO3)cc1 | 108 | 102 | / | 102 | 0.0 | 104 | 99 | 101
24 | CCN1C(=O)c2cccc3c(S(=O)(=O)NC(Cc4ccccc4)C(=O)O)ccc1c23 (configuration not stated) | 110 | 122 | 4 | 118 | 0.1 | 107 | 104 | 101
25 | O=C(O)C1CC=CCC1C(=O)N1CC=C(c2ccccc2)CC1 (configuration not stated) | 100 | 108 | 4 | 103 | -0.1 | 97 | 103 | 105

Compounds listed so far containing fluorine (3):
no. | canonical_smiles | MEP2 TOR yeast | Yeast superoxide | AHR activator | LAP4-GFP MLPCN | Efflux pump inh | RPL19A-GFP yeast | AGP1-GFP MLPCN | CIT2-GFP yeast
3 | CCOC(=O)N1CCN(S(=O)(=O)c2ccc(F)c(C(=O)Nc3ccc(C)c(Cl)c3)c2)CC1 | 102 | 99 | -1 | 100 | -0.3 | 104 | 106 | 93
8 | CC(NC(=O)c1cccc(F)c1)C(c1cccs1)N1CCN(C)CC1 (configuration not stated) | 94 | 82 | 3 | 102 | 0.0 | 100 | 106 | 117
12 | CN(c1ccc(OCC(=O)N2CCN(c3ccc(F)cc3)CC2)cc1)S(=O)(=O)c1cccs1 | 105 | 112 | 4 | 104 | 0.1 | 104 | 106 | 108

More results follow.
no. | canonical_smiles | MEP2 TOR yeast | Yeast superoxide | AHR activator | LAP4-GFP MLPCN | Efflux pump inh | RPL19A-GFP yeast | AGP1-GFP MLPCN | CIT2-GFP yeast
26 | Cc1ccc(C(=O)Nc2ccccc2C(=O)O)cc1S(=O)(=O)NCc1ccccc1 | 102 | 103 | 1 | 94 | 0.1 | 105 | 101 | 109
27 | Cc1nnc2sc(SCc3cccc(Cl)c3)nn2c1=O | 91 | 103 | 1 | 105 | 0.1 | 98 | 96 | 100
28 | N#C/C(=C/c1ccc(N2CCOCC2)o1)c1nc2ccccc2[nH]1 | 113 | 94 | 25 | 126 | 0.0 | 99 | 108 | 127
29 | Nc1nc(COc2ccccc2)cs1 | 100 | 95 | 4 | 105 | -0.1 | 101 | 99 | 108
30 | Cc1cc(OCc2cc(C(=O)N(C)CCc3cnn(C)c3)no2)cc(C)c1Cl | 102 | 89 | 8 | 100 | -0.1 | 103 | 102 | 97
31 | COc1cccc(-c2ncc3ccccc3c2COC(=O)c2cccs2)c1 | 85 | 109 | 7 | 129 | 0.6 | 97 | 99 | 81
32 | Cc1ccc2nc(NC(=O)COC(=O)c3ccco3)sc2c1 | 98 | 92 | 18 | 104 | 0.2 | 93 | 90 | 95
33 | Cc1ccc(CN2CCN(Cc3ccc4ncccc4c3)CC2CCO)cc1 (configuration not stated) | 98 | 94 | 2 | 97 | 0.0 | 99 | 104 | /
34 | CCOC(=O)C1=C(C)Nc2nnnn2C1c1ccccc1Cl (configuration not stated) | 108 | 111 | -2 | 104 | 0.0 | 101 | 104 | 108
35 | CCOC(=O)[C@@H]1[C@H]2COc3ccc(Br)cc3[C@H]2N2C(=O)N(c3ccc(OC)cc3)C(=O)[C@]12C | 103 | 89 | 1 | 105 | 0.1 | 99 | 108 | 99
36 | Cc1cccc(N(CC(=O)NC2CCCC2)C(=O)CCCC(=O)Nc2ccccn2)c1 | 100 | 95 | -1 | 93 | 0.1 | 98 | 100 | 96
37 | Cc1cccc(C(=O)NCc2nnc(SCc3ccc(F)cc3)n2C)c1 | 98 | 91 | 2 | 104 | 0.0 | 103 | 106 | 97
38 | CCn1cc(CN2CCC(C(=O)Nc3ccc(Oc4ccccc4)nc3)CC2)cn1 | 100 | 100 | 9 | 99 | -0.1 | 104 | 104 | 104
39 | Cc1ccc(S(=O)(=O)N(C)C)cc1NC(=O)CSc1nncs1 | 89 | 133 | 3 | 101 | 0.2 | 92 | 97 | 89
40 | CCc1ccc(-n2nc3ccc(NC(=O)c4ccc5c(c4)OCO5)cc3n2)cc1 | 101 | 117 | -4 | 98 | -0.1 | 101 | 103 | 105
41 | C=C(C)/C=N/NC(=S)Nc1ccc(S(=O)(=O)N2CCOCC2)cc1 | 108 | 108 | 2 | 107 | 0.0 | 102 | 102 | 102
42 | COCC1CCCN(C(=O)c2ccc3oc(C(C)C)nc3c2)C1 (configuration not stated) | 99 | 108 | -2 | 81 | 0.0 | 104 | 97 | 96
43 | COc1cc(C(c2c(C)[nH][nH]c2=O)c2c(C)[nH][nH]c2=O)cc([N+](=O)[O-])c1O | 102 | 122 | 9 | 100 | -0.2 | 110 | 110 | 122
44 | CCN(CC)S(=O)(=O)c1ccc(C(=O)OCn2nnc3ccccc3c2=O)cc1 | 109 | 103 | 4 | 113 | 0.1 | 99 | 105 | 107
45 | O=C(Nc1ccc(-n2cccc2)cc1)C1CC1 | 98 | 98 | -4 | 92 | 0.1 | 94 | 82 | 91
46 | Cc1c(Cl)cccc1NC(=O)CN1CCN(CCO)CC1 | 99 | 119 | -2 | 102 | 0.0 | 97 | 97 | 92
47 | COc1cc(C(=O)NC(=S)Nc2nccs2)cc(OC)c1OC | 106 | 111 | 79* | 103 | -0.1 | 104 | 98 | 101
48 | CCCCCCCCCCNC(=O)CCn1[nH]c(=O)c2ccccc2c1=O | 99 | 105 | 1 | 100 | 0.2 | 103 | 106 | 103
49 | Nc1ccc(S(=O)C(F)(F)F)cc1 (configuration not stated) | 110 | 93 | -2 | 100 | -0.3 | 113 | 111 | 121
50 | CN(C)c1ccc(C(CNS(=O)(=O)c2ccc(F)cc2)c2c[nH]c3ccccc23)cc1 (configuration not stated) | 94 | 108 | 57* | 84 | 0.7 | 96 | 88 | 89
51 | N=c1n(CC(=O)c2cccs2)c2ccccc2n1Cc1ccccc1 | 103 | 101 | 9 | 114 | 0.2 | 103 | 114 | 102
52 | COc1ccc(NC(=O)CSc2nnc(-c3cccnc3)o2)cc1 | 103 | 124 | -2 | 99 | -0.3 | 100 | 96 | 103
53 | Cc1cccc(NS(=O)(=O)c2cc(C(=O)N3CCc4ccccc4C3)ccc2Cl)c1C | 98 | 151 | 0 | 96 | 0.1 | 94 | 97 | 96
54 | O=C(CSCc1ccc(Cl)c(Cl)c1)Nc1c[nH]c(=O)[nH]c1=O | 107 | 99 | 1 | 97 | -0.2 | 100 | 99 | 101
55 | CC(C)C(=O)Nc1ccc(-c2nc3ccccc3c(=O)o2)cc1 | 88 | 95 | -3 | 95 | 0.1 | 94 | 84 | 83
56 | O=C(CC(=O)N/N=C/c1c(F)cccc1Cl)NCc1ccccc1 | 101 | 95 | 5 | 115 | -0.1 | 96 | 119 | 100
57 | COc1cc(NC(=O)c2cccc([N+](=O)[O-])c2C)ccc1NC(=O)c1ccco1 | 65 | 104 | -4 | 88 | 1.4 | 96 | 93 | 90
58 | O=C1CC(c2ccccc2)CC(O)=C1C=NCc1ccccc1Cl (configuration not stated) | 102 | 96 | -2 | 109 | -0.1 | 96 | 103 | 95

Filtered by structure, the entries above containing a thiophene ring, fused or not
no. | canonical_smiles | MEP2 TOR yeast | Yeast superoxide | AHR activator | LAP4-GFP MLPCN | Efflux pump inh | RPL19A-GFP yeast | AGP1-GFP MLPCN | CIT2-GFP yeast
8 | CC(NC(=O)c1cccc(F)c1)C(c1cccs1)N1CCN(C)CC1 (configuration not stated) | 94 | 82 | 3 | 102 | 0.0 | 100 | 106 | 117
12 | CN(c1ccc(OCC(=O)N2CCN(c3ccc(F)cc3)CC2)cc1)S(=O)(=O)c1cccs1 | 105 | 112 | 4 | 104 | 0.1 | 104 | 106 | 108
31 | COc1cccc(-c2ncc3ccccc3c2COC(=O)c2cccs2)c1 | 85 | 109 | 7 | 129 | 0.6 | 97 | 99 | 81
51 | N=c1n(CC(=O)c2cccs2)c2ccccc2n1Cc1ccccc1 | 103 | 101 | 9 | 114 | 0.2 | 103 | 114 | 102

Shown with two lines to a compound: 2 of the compounds above.
The line under a structure holds: MEP2 TOR yeast	Yeast superoxide	AHR activator	LAP4-GFP MLPCN	Efflux pump inh	RPL19A-GFP yeast	AGP1-GFP MLPCN	CIT2-GFP yeast
52) COc1ccc(NC(=O)CSc2nnc(-c3cccnc3)o2)cc1
  103	124	-2	99	-0.3	100	96	103
53) Cc1cccc(NS(=O)(=O)c2cc(C(=O)N3CCc4ccccc4C3)ccc2Cl)c1C
  98	151	0	96	0.1	94	97	96

Screening data (PubChem)
